Compound activity (PubChem BioAssay)
IDH1 R132H inh: inhibitors of IDH1 R132H reductase, primary screen, biochemical, plate reader, single point; Isocitrate dehydrogenase [NADP] cytoplasmic (Homo sapiens), O75874; diaphorase/resazurin fluorescence, 60 min; inhibition, % at 10 µM; hit rate 0.18% among 70,000; AID 624101, 2012; in the data active means inhibition above about 34%;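 further: 0% = DMSO and 100% = no enzyme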
PRC2 inh: EZH2/PRC2 methyltransferase inhibitors, primary screen, biochemical, DELFIA time-resolved fluorescence, single point. PRC2 H3K27 methylation, DELFIA TRF, 1 h. inhibition, % at 12.5 µM. hit rate 0.35% among 57,000. AID 651548, 2012;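 active means mean inhibition of replicates at least 50% and every single replicate also reaching 50%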;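 further: dimethyl H3K27 on biotinylated H3 21-44 peptide detected by antibody; plate controls were median neutral control wells for no effect and median positive control wells for full effect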
Target sequence (Q15910 whole entry, looked up): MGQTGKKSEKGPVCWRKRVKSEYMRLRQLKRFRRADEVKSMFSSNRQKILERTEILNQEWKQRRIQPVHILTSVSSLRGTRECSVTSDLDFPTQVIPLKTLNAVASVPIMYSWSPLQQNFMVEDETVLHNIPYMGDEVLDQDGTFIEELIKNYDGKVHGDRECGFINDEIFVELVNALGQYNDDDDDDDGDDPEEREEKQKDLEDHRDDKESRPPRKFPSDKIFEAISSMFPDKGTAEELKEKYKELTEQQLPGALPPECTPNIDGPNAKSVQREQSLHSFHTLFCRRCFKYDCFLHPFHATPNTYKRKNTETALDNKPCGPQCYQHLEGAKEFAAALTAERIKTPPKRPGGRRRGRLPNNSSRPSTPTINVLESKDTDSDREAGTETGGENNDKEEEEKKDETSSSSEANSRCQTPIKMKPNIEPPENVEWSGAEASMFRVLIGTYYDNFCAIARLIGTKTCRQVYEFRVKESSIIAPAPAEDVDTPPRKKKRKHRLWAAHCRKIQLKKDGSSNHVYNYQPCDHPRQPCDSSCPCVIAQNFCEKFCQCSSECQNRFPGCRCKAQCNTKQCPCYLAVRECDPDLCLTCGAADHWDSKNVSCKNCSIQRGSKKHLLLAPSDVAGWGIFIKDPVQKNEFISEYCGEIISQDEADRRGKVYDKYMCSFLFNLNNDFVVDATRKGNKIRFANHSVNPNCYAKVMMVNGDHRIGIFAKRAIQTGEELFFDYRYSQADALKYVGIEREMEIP
* = called active by the depositor; nt = not tested or not shown; & = joins results of further samples.

SMILES	IDH1 R132H inh	PRC2 inh
CCCN(C)C[C@H]1OCCCC[C@H](C)Oc2ccc(NS(=O)(=O)c3ccccc3)cc2C(=O)N([C@@H](C)CO)C[C@@H]1C	nt	-8.8
CN(c1cccc(NC(=O)COc2ccccc2)c1)S(C)(=O)=O	-0.1	nt
Cc1cc(OCC(=O)Nc2ccccc2C(N)=O)c(C)cc1Br	0.5	3.0
CO[C@H]1CN(C)C(=O)c2cc(NC(=O)Nc3cc(F)ccc3F)ccc2OC[C@H](C)NC[C@H]1C	0.1	-4.7
COc1ccc(S(=O)(=O)N(C)CC(=O)O)cc1C	0.2	-6.8
C[C@@H]1CCCCO[C@H](CN(C)Cc2ccccc2)[C@H](C)CN([C@@H](C)CO)C(=O)c2cc(NS(=O)(=O)c3ccccc3)ccc2O1	0.0	nt
O=C(CSc1n[nH]c(-c2cccc([N+](=O)[O-])c2)n1)Nc1cccc(C(F)(F)F)c1	1.5	4.3
O=C(NCC[C@@H]1CC[C@H](NC(=O)C2CC2)[C@H](CO)O1)c1cnccn1	-0.1	-0.6
C[C@H](CO)N1C[C@H](C)[C@H](CN(C)S(=O)(=O)c2cccs2)Oc2ccc(NS(=O)(=O)c3ccc(Cl)cc3)cc2CC1=O	-0.1	nt
C[C@@H]1CN([C@@H](C)CO)S(=O)(=O)c2ccc(C#Cc3ccccc3F)cc2O[C@H]1CN(C)CC1CCOCC1	nt	10.6
O=C(NO)c1cccc(C(=O)N/N=C/c2cccc(OCCO)c2)c1	-0.2	3.9
Cc1ccc(S(=O)(=O)NCC[C@H]2CC[C@H](NC(=O)c3cccnc3)[C@H](CO)O2)cc1	-0.2	3.2
Cc1ccccc1/C=N/NC(=O)c1cccc(C(=O)NO)c1	0.0	5.8
COc1ccc(CN(C)C[C@H]2Oc3ccc(NC(=O)Nc4ccc(F)cc4)cc3CC(=O)N([C@H](C)CO)C[C@@H]2C)cc1	-0.2	nt
C[C@H](CO)N1C[C@H](C)[C@H](CN(C)Cc2ccc(C(F)(F)F)cc2)Oc2c(NS(=O)(=O)c3ccccc3)cccc2C1=O	0.1	-6.3
O=C(NCc1ccco1)c1cc2nc(-c3cccs3)cc(C(F)(F)Cl)n2n1	0.1	nt
CS(=O)(=O)N(CC(=O)Nc1cccc(F)c1)c1cccc2ccccc12	-0.4	-19.8
CNC[C@@H]1OCCCC[C@@H](C)Oc2ccc(NS(=O)(=O)c3ccc(Cl)cc3)cc2C(=O)N([C@@H](C)CO)C[C@H]1C	4.3	-14.1
O=C(Nc1ccc(F)cc1)N[C@H]1CC[C@@H](CC(=O)N2CCOCC2)O[C@@H]1CO	0.1	0.8
C[C@@H]1CN([C@H](C)CO)C(=O)c2cc(-c3ccc(C#N)cc3)cnc2O[C@H]1CN(C)Cc1cccnc1	0.2	nt
C[C@H](CO)N1C[C@H](C)[C@H](CN(C)Cc2ccccc2C(=O)O)Oc2ncc(C3=CCCCC3)cc2C1=O	nt	-10.9
O=C(CSc1nc2sc3c(c2c(=O)n1Cc1ccco1)CCC3)c1ccccc1	0.5	-0.6
CN1CCN(C(=O)c2cc3c(c(-c4cccc(-c5cccc(C(=O)N(C)C)c5)c4)n2)[C@@H](CCO)N([S@](=O)C(C)(C)C)C3)CC1	0.0	11.3
COc1ccc(C(=O)CSc2cc(C)nc3nc(C)nn23)cc1OC	0.3	-11.1
C[C@@H]1CN([C@@H](C)CO)S(=O)(=O)c2ccc(-c3ccccc3)cc2O[C@H]1CN(C)C(=O)C1CCCCC1	nt	-2.0
COc1ccc(CCNC(=S)N2CCN(c3ncccn3)CC2)cc1OC	0.2	1.3
CC(=O)Cc1cc(=O)c2c(C)cc(O)c(C3OC(CO)C(O)C(O)C3O)c2o1 (centres undefined)	0.0	nt
COc1cccc(-c2cnc3c(c2)C(=O)N([C@H](C)CO)C[C@H](C)[C@@H](CN(C)CC2CCCC2)O3)c1	-1.4	14.2
Cc1ccc(S(=O)(=O)N(C)C[C@@H]2Oc3ccc(NC(=O)c4ccncc4)cc3C(=O)N([C@@H](C)CO)C[C@@H]2C)cc1	0.0	2.8
C[C@H](CO)N1C[C@H](C)[C@@H](CN(C)S(=O)(=O)c2cn(C)cn2)OCCCC[C@H](C)Oc2ccc(NC(=O)CCCCCC(=O)Nc3ccccc3N)cc2C1=O	1.6	nt
CCCN1C[C@H](C)[C@H](OC)CN(C)C(=O)c2ccc(NC(=O)c3ccccc3)cc2OC[C@@H]1C	-0.2	10.4
C[C@H](CO)N1C[C@H](C)[C@H](CN(C)Cc2ccccc2F)Oc2ncc(C#CCN(C)C)cc2C1=O	-0.5	9.4
Cc1noc(C)c1NC(=O)Nc1ccc2c(c1)C(=O)N([C@@H](C)CO)C[C@@H](C)[C@@H](CN(C)S(=O)(=O)c1ccc(Cl)cc1)O2	2.0	nt
C[C@H](CO)N1C[C@H](C)[C@H](CN(C)Cc2ccccc2)Oc2c(NC(=O)c3ccncc3)cccc2C1=O	-1.1	nt
C[C@H]1CN([C@@H](C)CO)C(=O)c2cc(C#Cc3ccc(F)cc3)cnc2O[C@@H]1CN(C)CC1CCOCC1	-6.3	-36.7
COc1ccc(NC(=O)Nc2ccc3c(c2)C(=O)N([C@@H](C)CO)C[C@@H](C)[C@@H](CN(C)C(=O)C2CCCCC2)OCCCC[C@H](C)O3)cc1	1.8	nt
Cc1cc(NC(=O)CN(c2cc(Cl)ccc2C)S(C)(=O)=O)ccc1Br	0.3	7.6
CCCC#Cc1cnc2c(c1)C(=O)N([C@H](C)CO)C[C@H](C)[C@@H](CN(C)C(=O)NC1CCCC1)O2	-0.1	nt
CN1CCN(CCCNc2c([N+](=O)[O-])c(=O)oc3ccccc23)CC1	-0.5	-7.5
C[C@@H]1CN([C@H](C)CO)C(=O)c2cc(NC(=O)CCCCCC(=O)Nc3ccccc3N)ccc2O[C@H]1CN(C)Cc1ccc(-c2ccccc2)cc1	nt	-17.6
C[C@H](CO)N1C[C@H](C)[C@@H](CN(C)CC2CC2)Oc2cc(-c3cccc(C#N)c3)ccc2S1(=O)=O	-1.4	10.4
COc1ccc(NC(=O)Nc2ccc3c(c2)C(=O)N([C@@H](C)CO)C[C@@H](C)[C@H](CN(C)C(=O)Nc2ccc(C(F)(F)F)cc2)OCCCC[C@@H](C)O3)cc1	-0.5	nt
Cc1ccc(N(C(C)C(=O)Nc2ccccc2-c2ccccc2)S(C)(=O)=O)cc1 (centres undefined)	-0.7	-3.3
O=S(=O)(NCC[C@@H]1CC[C@H](NS(=O)(=O)c2ccccc2Cl)[C@H](CO)O1)c1ccc(Cl)cc1	-0.3	-17.2
Cc1noc(C)c1NC(=O)Nc1ccc2c(c1)C(=O)N([C@@H](C)CO)C[C@@H](C)[C@@H](CN(C)C(=O)Nc1ccccc1)OCCCC[C@@H](C)O2	4.9	nt
O=C(O)CN(c1ccccc1)S(=O)(=O)c1ccc(Cl)c(Cl)c1	-0.2	0.3
C[C@@H]1CN([C@H](C)CO)C(=O)c2ccccc2-c2ccccc2CO[C@H]1CN(C)C(=O)Nc1ccccc1C(F)(F)F	nt	-13.8
CCCC(=O)Nc1ccc2c(c1)C(=O)N(C)C[C@@H](OC)[C@H](C)CN(C(=O)c1cccnc1)[C@H](C)CO2	0.0	-12.0
COCC(=O)Nc1ccc2c(c1)[C@H]1C[C@H](CC(=O)NCc3ccncc3)O[C@H](CO)[C@H]1O2	-2.1	0.5
C[C@H]1CN([C@@H](C)CO)C(=O)c2cc(NC(=O)Nc3ccccc3)ccc2O[C@@H]1CN(C)S(=O)(=O)c1ccccc1	0.0	8.1
(more compounds)
SMILES	IDH1 R132H inh	PRC2 inh
C/C=C/c1cnc2c(c1)C(=O)N([C@@H](C)CO)C[C@H](C)[C@H](CN(C)C(=O)NC1CCCC1)O2	-2.1	8.2
COc1ccc(CN(C)C[C@H]2Oc3ccc(NC(=O)Cc4cn(C)c5ccccc45)cc3CC(=O)N([C@H](C)CO)C[C@@H]2C)cc1	-5.4	nt
CC(C)C#Cc1ccc2c(c1)O[C@H](CN(C)Cc1ccccn1)[C@H](C)CN([C@@H](C)CO)S2(=O)=O	-2.0	-3.1
OCc1cc2ncnc(Nc3ccc(O)c(Br)c3)c2cc1CO	-1.1	8.7
CO[C@H]1CN(C)C(=O)c2cc(NC(C)=O)ccc2OC[C@@H](C)N(CC2CC2)C[C@H]1C	-0.1	1.0
CN(C)C(=O)C[C@H]1C[C@@H]2c3cc(NC(=O)NC4CCCC4)ccc3O[C@@H]2[C@H](CO)O1	0.3	-4.9
Cc1ccc(NC(=O)Cn2cc(C(=O)c3cccs3)c3ccccc32)cc1Cl	-0.1	5.7
C[C@H]1CN([C@@H](C)CO)S(=O)(=O)c2ccc(-c3cccc(F)c3)cc2O[C@@H]1CN(C)C	0.7&-0.1	3.2&7.8
C[C@H]1CN([C@@H](C)CO)C(=O)Cc2cc(NC(=O)NC3CCCCC3)ccc2O[C@H]1CN(C)C(=O)Nc1ccc2c(c1)OCO2	-15.8	nt
CNC[C@@H]1OCc2cnnn2CCCC(=O)N([C@@H](C)CO)C[C@H]1C	nt	-0.3

Single records (already shown).
CO[C@H]1CN(C)C(=O)c2cc(NC(C)=O)ccc2OC[C@@H](C)N(CC2CC2)C[C@H]1C is entered as IDH1 R132H inh: -0.1; PRC2 inh: 1.0
COc1ccc(CN(C)C[C@H]2Oc3ccc(NC(=O)Cc4cn(C)c5ccccc45)cc3CC(=O)N([C@H](C)CO)C[C@@H]2C)cc1 is entered as IDH1 R132H inh: -5.4; PRC2 inh: nt

The list continues:
SMILES	IDH1 R132H inh	PRC2 inh
COc1ccc(S(=O)(=O)Nc2ccc3c(c2)C(=O)N([C@@H](C)CO)C[C@H](C)[C@@H](CN(C)C(=O)C2CCCCC2)OCCCC[C@@H](C)O3)cc1	-1.5	nt
C[C@@H]1CN([C@@H](C)CO)S(=O)(=O)c2ccc(-c3cccnc3)cc2O[C@H]1CN(C)Cc1cccnc1	nt	7.1
C[C@@H]1CN([C@H](C)CO)S(=O)(=O)c2ccc(C#Cc3cccnc3)cc2O[C@H]1CN(C)C(=O)CN(C)C	0.4	3.4
C[C@@H]1CN([C@@H](C)CO)C(=O)c2cc(-c3ccc(F)cc3)cnc2O[C@@H]1CN(C)C(=O)c1cccnc1	-0.5	nt
C[C@H]1CN([C@@H](C)CO)C(=O)c2cccc(NC(=O)C3CCCCC3)c2O[C@H]1CN(C)Cc1ccc2c(c1)OCO2	1.2	0.1
C[C@@H]1CN([C@@H](C)CO)S(=O)(=O)c2ccc(C#CC(C)(C)O)cc2O[C@@H]1CN(C)C(=O)C1CCC1	nt	-24.7
C[C@H]1CN([C@@H](C)CO)C(=O)c2cc(NC(=O)CCC(F)(F)F)ccc2O[C@@H]1CN(C)C(=O)Nc1ccccc1	0.6	-13.8
CCCNC(=O)N[C@@H]1CC[C@H](CC(=O)NC2CCC2)O[C@@H]1CO	0.1	-2.2
CCC(=O)N(C)C[C@H]1Oc2ncc(-c3ccccc3OC)cc2C(=O)N([C@H](C)CO)C[C@@H]1C	0.3	nt
C[C@H]1CCCCO[C@@H](CN(C)C(=O)NC2CCCCC2)[C@@H](C)CN([C@@H](C)CO)C(=O)c2cc(NC(=O)c3ccccc3)ccc2O1	-1.7	nt

Reprinted at random: four compounds from above.
SMILES	IDH1 R132H inh	PRC2 inh
C[C@H]1CN([C@@H](C)CO)C(=O)c2cc(NC(=O)CCC(F)(F)F)ccc2O[C@@H]1CN(C)C(=O)Nc1ccccc1	0.6	-13.8
CCCNC(=O)N[C@@H]1CC[C@H](CC(=O)NC2CCC2)O[C@@H]1CO	0.1	-2.2
COc1ccc(S(=O)(=O)Nc2ccc3c(c2)C(=O)N([C@@H](C)CO)C[C@H](C)[C@@H](CN(C)C(=O)C2CCCCC2)OCCCC[C@@H](C)O3)cc1	-1.5	nt
C[C@H]1CN([C@@H](C)CO)C(=O)c2cccc(NC(=O)C3CCCCC3)c2O[C@H]1CN(C)Cc1ccc2c(c1)OCO2	1.2	0.1

(further entries)
SMILES	IDH1 R132H inh	PRC2 inh
C[C@@H]1CCCCO[C@@H](CN(C)Cc2ccc(C(F)(F)F)cc2)[C@@H](C)CN([C@H](C)CO)C(=O)c2cc(NS(=O)(=O)c3ccccc3)ccc2O1	-0.2	nt
COc1ccccc1NC(=O)Nc1ccc2c(c1)OC[C@@H](C)N(Cc1ccccc1C(=O)O)C[C@@H](C)[C@H](OC)CN(C)C2=O	-0.8	-0.4
C[C@@H]1CN([C@@H](C)CO)C(=O)Cc2cc(NC(=O)Nc3ccc(C(F)(F)F)cc3)ccc2O[C@@H]1CN(C)Cc1ccc(-c2ccccc2)cc1	-0.8	nt
CO[C@@H]1CN(C)C(=O)c2cc(NC(=O)C3CC3)ccc2OC[C@@H](C)N(CCC(F)(F)F)C[C@@H]1C	0.2	-3.6
COc1ccc(NC(=O)N(C)C[C@@H]2Oc3ccc(NC(=O)Nc4ccc(C(F)(F)F)cc4)cc3CC(=O)N([C@@H](C)CO)C[C@@H]2C)cc1	0.6	nt
C[C@H](CO)N1C[C@H](C)[C@H](CN(C)Cc2ccccc2)Oc2ncc(/C=C/c3ccccc3)cc2C1=O	0.1&-0.2	-18.6&-7.7
C[C@@H]1CN([C@@H](C)CO)C(=O)c2ccccc2-c2ccccc2CO[C@H]1CN(C)C(=O)Nc1ccccc1	nt	8.7
C[C@H](NC(=O)C[C@@H]1C[C@@H]2c3cc(NS(=O)(=O)c4ccc(F)cc4)ccc3O[C@@H]2[C@@H](CO)O1)c1ccccc1	-1.0	-7.4
Cn1c(SCc2ccccc2C#N)nnc1-c1ccc(NC(=O)c2ccc(F)cc2)cc1	-0.1	25.7
COc1ccc(S(=O)(=O)N(C)C[C@H]2Oc3ccc(NC(=O)Nc4ccc5c(c4)OCO5)cc3CC(=O)N([C@@H](C)CO)C[C@H]2C)cc1	3.2	nt
C[C@@H]1CN([C@H](C)CO)C(=O)c2cc(NC(=O)Nc3ccc4c(c3)OCO4)ccc2O[C@@H]1CN(C)Cc1ccncc1	0.6	5.5
Cc1ccc(S(=O)(=O)N[C@H]2CC[C@@H](CC(=O)NCc3ccccc3F)O[C@@H]2CO)cc1	-0.2	0.5

A portion of the library; the hit share may differ from the screen's.
